Source: PubChem (NCI)
All columns: NCI-60 one-dose screen, growth in % after 48 h at 10 µM unless noted; 100 = growth as untreated, 0 = no growth, -100 = all killed.
NCI/ADR-RES = NCI/ADR-RES ovarian cells. AID 1794790. 4.4% of 81,000 active
NCI-H226 = NCI-H226 lung cancer. 3.5% of 79,000 active. AID 1794732
OVCAR-4 = OVCAR-4 ovarian cancer cells; AID 1794784; 3.7% of 80,000 active
NCI-H23 = NCI-H23 lung cancer | 4% of 80,000 active
SK-OV-3 = SK-OV-3 ovarian cancer cells | 3.2% of 80,000 active
SN12C = SN12C renal cancer cells | AID 1794767 | 3.8% of 81,000 active
OVCAR-5 = OVCAR-5 ovarian cancer; 2.9% of 82,000 active; AID 1794783
OVCAR-3 = OVCAR-3 ovarian cancer; AID 1794787; 7% of 79,000 active
IGROV1 = IGROV1 ovarian cancer | AID 1794786 | 4.7% of 79,000 active
Numbers without * were called inactive; / = no result given; & = joins results of further samples; ! = not confirmed by another sample. Rule for the calls: active = growth percent below 10; inactive = the rest.

SMILES	SK-OV-3	NCI-H226	NCI/ADR-RES	OVCAR-3	NCI-H23	IGROV1	SN12C	OVCAR-5	OVCAR-4
O/N=C(/CSc1nnc(-c2cc(-c3ccc(Cl)cc3)nc3ccccc23)o1)c1ccccc1	87	98	91	88	78	106	90	102	67
CN1CCc2nc3sc(C(=O)Nc4ccccc4)c(N)c3cc2C1	90	89	103	109	90	92	104	108	110
CNCCCNCCCN1C(=O)c2ccc3c4c(ccc(c24)C1=O)C(=O)N(CCCNCc1ccccc1OC)C3=O	37	8.9*	63	-18*	-31*	-41*	2.5*	5.2*	-91*
C=C1C(=O)O[C@H]2[C@H]1CC/C(CNC(=O)/C=C/c1ccc(Br)cc1)=C\CC[C@@]1(C)O[C@@H]21	47	12	39	-91*	-9.7*	-28*	-67*	-51*	45
Cc1ccnc(N)c1	110	105	107	114	106	127	95	112	99
O=C(Nn1c(NCC(=O)N2c3ccccc3Sc3ccccc32)nnc1-c1ccc(O)cc1)c1ccc(Cl)cc1	102	97	91	108	88	96	96	83	94
COc1cc(OC)cc(C(=O)Nc2sc3c(c2C(N)=O)CCC(=O)C3)c1	106	86	54	15	19	49	51	48	9.2*
O=NN(CCF)C(=O)N[C@H]1CCCC[C@H]1O	97	102	108	109	100	120	107	99	102

New compounds follow
SMILES	SK-OV-3	NCI-H226	NCI/ADR-RES	OVCAR-3	NCI-H23	IGROV1	SN12C	OVCAR-5	OVCAR-4
[Ag].[Ag].[NH-]S(=O)(=O)c1ccc(N=Nc2cc(N=Nc3ccc(S([NH-])(=O)=O)cc3)c3c(NC(=O)C(Cl)Cl)cccc3c2OC(=O)C(Cl)Cl)cc1.[c-]1nccs1.[c-]1nccs1	114	91	90	73	94	76	90	120	110
C(=N\Nc1nc(N/N=C/c2ccc3c(c2)OCO3)nc(N2CCOCC2)n1)/c1ccc2c(c1)OCO2	112	78	77	93	83	76	76	102	92
S=C1SCCCN1Cc1ccc(Cl)cc1	112	94	/	105	99	103	96	93	89
O=C(Cn1cc(COn2nnc3ccccc32)nn1)Nc1ccc([N+](=O)[O-])cc1	94	98	97	115	/	107	95	105	106
COc1cc(C2NC(c3ccc(Cl)cc3)C(C)/C(=N/NC(N)=S)C2C)cc(OC)c1OC (stereo not given)	101	86	94	99	93	90	95	98	87
CCOC(=O)Nc1cc(Cl)ccc1Cl	/	108	112	120	97	110	96	93	106
CSc1nccc(-c2c(-c3ccc(F)c(OCCc4ccc(F)cc4)c3)nc3sccn23)n1	68	81	54	/	52	41	70	96	46
O=[N+]([O-])c1cccc(OCCOc2cccc([N+](=O)[O-])c2)c1	97	95	/	109	95	112	103	107	106

The list goes on, starting with the last five of the part before.
SMILES	SK-OV-3	NCI-H226	NCI/ADR-RES	OVCAR-3	NCI-H23	IGROV1	SN12C	OVCAR-5	OVCAR-4
O=C(Cn1cc(COn2nnc3ccccc32)nn1)Nc1ccc([N+](=O)[O-])cc1	94	98	97	115	/	107	95	105	106
COc1cc(C2NC(c3ccc(Cl)cc3)C(C)/C(=N/NC(N)=S)C2C)cc(OC)c1OC (stereo not given)	101	86	94	99	93	90	95	98	87
CCOC(=O)Nc1cc(Cl)ccc1Cl	/	108	112	120	97	110	96	93	106
CSc1nccc(-c2c(-c3ccc(F)c(OCCc4ccc(F)cc4)c3)nc3sccn23)n1	68	81	54	/	52	41	70	96	46
O=[N+]([O-])c1cccc(OCCOc2cccc([N+](=O)[O-])c2)c1	97	95	/	109	95	112	103	107	106
O=C(O)c1c(Cl)c(Cl)c(Cl)c(Cl)c1-c1c2cc(I)c(=O)c(I)c-2oc2c(I)c(O)c(I)cc12	93&92&101	94&99&113	109&98&103	111&72&97	101&92&103	-7.1*!	98&95&99	104&98&107	73&110&104
O=C(CSCC(=O)N/N=C/c1ccccc1O)N/N=C\c1ccccc1O	28	39	26	35	41	19	29	56	27
CC(C)(C)c1ccc(OCc2nc3ccccc3n2-c2cccc(NS(C)(=O)=O)c2)cc1	74&96	96&103	109&83	100&91	96&82	97&88	110&107	117&126	110&81
CC(=O)c1ccc(N=Nc2c(Nc3ccccc3)[nH][nH]c2=O)cc1	83	103	91	84	100	116	93	122	96
CCCNC1=CC(=O)c2ccccc2C1=O	92	95	99	100	94	99	100	103	85
Cc1[nH]nc2c1C(c1cc3c(cc1Br)OCO3)C(C#N)=C(N)O2 (stereo not given)	106	95	106	113	104	106	96	109	108
OCC(CO)(CO)COCC(CO)(CO)COCC(CO)(CO)CO	96	99	100	112	98	103	103	111	106
C/C(=N\NC(=O)c1sc(=S)n(-c2ccc(Cl)cc2)c1N)c1cnccn1	69	91	74	95	92	70	99	100	87

Later entries:
SMILES	SK-OV-3	NCI-H226	NCI/ADR-RES	OVCAR-3	NCI-H23	IGROV1	SN12C	OVCAR-5	OVCAR-4
Cc1cccc(C)c1N1C(N)=NC(N)=NC1(C)C	102	95	110	91	103	96	100	110	95
c1ccc(-c2cc(-c3ccccc3C3CC3)no2)cc1	88	86	91	86	85	88	93	89	93
O=C(Cc1ccccc1)C(F)(F)F	101	105	104	101	103	101	103	100	106
CCn1c(-c2ccc(OC)c(OC)c2)cc(-c2cccn2C)c(C#N)c1=O	110	101	102	118	95	102	94	85	97
Cc1ccc(S(=O)(=O)N2CCN(c3nc(-c4ccccc4)nc4nc(-c5ccccc5)oc34)CC2)cc1	102	106	108	116	102	103	96	110	110
COc1cc2nc(Cl)nc(Nc3cccc(C(=O)/C=C/c4ccc(Br)cc4)c3)c2cc1OC	97	83	92	89	97	87	81	102	93
Fc1ccc(-n2cc(COc3ncnc4c3cnn4-c3ccccc3)nn2)cc1	98	/	100	114	98	107	101	106	92
COc1nccnc1NS(=O)(=O)c1ccc(NC2=C(Cl)C(=O)c3ncccc3C2=O)cc1	87	104	99	66	91	116	98	114	94

Later entries
SMILES	SK-OV-3	NCI-H226	NCI/ADR-RES	OVCAR-3	NCI-H23	IGROV1	SN12C	OVCAR-5	OVCAR-4
O=C(/C=C/c1ccccc1)c1ccc(Nc2nc(NCCO)nc(N3CCOCC3)n2)cc1	/	/	90	80	92	90	91	98	102
CCOC(=O)C1=C(C)N=C2Sc3cccc(Cl)c3N2C1c1ccccn1 (stereo not given)	81	81	100	107	90	98	98	91	97
COc1ccc(S(=O)(=O)NCCNc2nccc(-n3cnc4ccccc43)n2)cc1	97	81	99	103	97	89	89	94	84
CN(C(=O)NCc1cccc(F)c1Cl)[C@H](COC(=O)Nc1cc2ccccc2cn1)CC(O)CO (stereo not given in full)	79	93	99	103	96	72	86	96	95
O=c1[nH]nc(-c2ccc(Cl)c(Cl)c2)cc1Cc1ccc([N+](=O)[O-])cc1	97	82	90	103	97	94	94	93	93
CCCCCCCCCC1CCN(C(c2ccc(NC(C)=O)cc2)c2ccc(NC(C)=O)cc2)CC1	99	103	98	103	97	113	81	101	99
CC1[C@@H]([C@@H]2C[C@H]2c2ccccc2)[C@@H]1CCO (stereo not given in full)	96	101	103	100	103	88	92	93	101
CC1=C/C(=C(\c2cc(C)c(O)c(C(=O)O)c2)c2c(Cl)cccc2Cl)C=C(C(=O)O)C1=O	93	97	100	/	99	101	97	106	108

Remaining list, next part
SMILES	SK-OV-3	NCI-H226	NCI/ADR-RES	OVCAR-3	NCI-H23	IGROV1	SN12C	OVCAR-5	OVCAR-4
COc1c(Br)cc(CO)c([N+](=O)[O-])c1OC	98	89	94	107	93	112	98	107	114
O=C(Nc1ccc(C2=NCCN2)cc1)c1cc(Cl)cc(C(=O)Nc2ccc(C3=NCCN3)cc2)c1	/	100	98	89	99	94	91	92	96
CCOC(=O)CC(=O)N1CCSC1COc1ccccc1OC (stereo not given)	118	101	97	116	100	115	105	116	105
COc1cc(/C=N/NC(=O)c2cn(C3CC3)c3c(OC)c(N4CC5CCCNC5C4)c(F)cc3c2=O)ccc1O (stereo not given)	119	87	99	-73*	55	16	24	38	-53*
C=CCON(C)c1ccc([N+](=O)[O-])cc1[N+](=O)[O-]	107	109	111	115	100	83	107	104	99
O=c1nc(N2CCOCC2)oc2c(-c3cccc4ccccc34)cccc12	90	67	84	86	89	75	82	89	97
O=C(Nc1ccc2ncnc(Nc3ccc(S(=O)(=O)Nc4ccccn4)cc3)c2c1)c1ccccc1	91	86	98	108	88	94	100	92	89
CCC(O)c1ccc2ccccc2c1 (stereo not given)	98	94	100	105	/	107	101	96	103

Following part.
SMILES	SK-OV-3	NCI-H226	NCI/ADR-RES	OVCAR-3	NCI-H23	IGROV1	SN12C	OVCAR-5	OVCAR-4
COc1ccc(-c2nc(N3N=C(c4ccc(Oc5ccc(Br)cc5)cc4)CC3c3cc(OC)c(OC)c(OC)c3)nc(N3CCOCC3)c2C#N)cc1 (stereo not given)	106	90	107	119	/	110	95	103	115
COc1ccc(C(=O)N/N=C/c2ccc(Cl)c([N+](=O)[O-])c2)cc1	107	104	104	108	97	109	104	94	109
O=C(CN1C(=O)c2ccccc2C1=O)c1ccccc1	111	99	107	108	100	101	90	133	116
Cc1ccccc1-c1nc(C(Cl)Cl)nc2cc(-c3ccccc3)nn12	/	75	65	28	50	60	81	96	77
O=C(COc1ccc(/C=C2\SC(=O)NC2=O)cc1)Nc1ccc(C(=O)/C=C/c2cc3ccccc3nc2Cl)cc1	108	75	93	86	65	71	87	110	42
Nc1cccc(C(=O)Nc2ccc3c(O)cc(S(=O)(=O)O)cc3c2)c1	104	110	116	110	110	104	106	127	110
Cc1ccc(S(=O)(=O)Oc2nc3ccccc3nc2N(S(=O)(=O)c2ccc(C)cc2)S(=O)(=O)c2ccc(C)cc2)cc1	103	104	99	103	92	94	96	98	103
O=C(c1ccc(O)cc1)[C@@H]1[C@@H]2CCCN2[C@]2(C(=O)N(C(=O)c3cccc(Br)c3)c3ccccc32)[C@H]1c1ccc(F)cc1	102	97	103	/	99	74	91	105	101

Next part:
SMILES	SK-OV-3	NCI-H226	NCI/ADR-RES	OVCAR-3	NCI-H23	IGROV1	SN12C	OVCAR-5	OVCAR-4
Cc1nn(-c2ccc(-c3ccc(OC(F)(F)F)cc3)cc2)c2ncnc(N)c12	103	85	105	112	99	107	110	102	108
Cc1c(/C=C2\Oc3ccc(Cl)cc3C2=O)c(=O)n(-c2ccccc2)n1C	105	92	103	122	94	95	98	102	90
CC(C)OC(=O)CCC/C=C\C[C@@H]1[C@@H](/C=C/C(O)COc2cccc(C(F)(F)F)c2)[C@H](O)C[C@@H]1O (stereo not given in full)	114	109	106	112	/	110	109	103	/
C/C(=C(/C)C1CC1CCNC1CCC(NC(=O)OC(C)(C)C)CC1)c1ccccc1 (stereo not given)	89	80	76	/	71	72	76	84	78
O=S(=O)(NCCNc1cc(-c2cn(-c3ccccc3)nc2-c2cccc(O)c2)ccn1)c1ccc(Cl)cc1	54	46	29	43	37	44	39	63	38
COC(=O)c1cccc(Br)c1	118	106	106	121	102	116	104	89	112
O=c1ccnc(SCc2ccccc2)[nH]1	94	103	104	119	97	114	110	100	/
CC(C)NCC(C)(C)[N+](=O)[O-]	102	103	96	108	97	100	97	111	/

Additional structures
SMILES	SK-OV-3	NCI-H226	NCI/ADR-RES	OVCAR-3	NCI-H23	IGROV1	SN12C	OVCAR-5	OVCAR-4
CC1(C)CC(=O)C2=C(C1)OC1=C(C(=O)CC(C)(C)C1)C2c1cccc([N+](=O)[O-])c1	106	98	96	107	107	103	99	98	95
NCCN(CCc1ccccc1)CCc1ccccc1	106	90	81	101	80	82	101	/	92
CCOC(=O)c1c2c(n(-c3ccccc3)c1-c1ccccc1)C=CC(C(C)(C)C)C2 (stereo not given)	90	92	93	101	93	94	104	108	96
O=C(/C=C/C(=O)Nc1ccc(F)cc1F)Nc1ccc(F)cc1F	109&112	94&106	103&102	114&115	104&105	117&114	99&97	127&105	103&107
O=C1NN(C(=O)c2ccc(O)cc2)C(c2ccccc2)=N/C1=C\c1ccc(F)cc1	100	97	98	113	100	112	96	92	111
C=CCn1c(SC/C(=N\O)c2ccccc2)nnc1-c1c[nH]c2ccccc12	98	88	107	115	/	92	98	103	108
CCOC(=O)C1=C(N)N(c2ccc(C)cc2)C2=C(C(=O)CC(C)(C)C2)C1c1ccccc1Cl (stereo not given)	125	97	95	84	99	105	93	113	99
Cc1ccc(C)c2c1sc1nc(Oc3ccc(Cl)cc3)c(C#N)c(=N)n12	98	/	100	101	78	80	100	99	100

New compounds follow:
SMILES	SK-OV-3	NCI-H226	NCI/ADR-RES	OVCAR-3	NCI-H23	IGROV1	SN12C	OVCAR-5	OVCAR-4
CCSc1nc2ncnc(N(C)Cc3ccccc3)c2c(=O)[nH]1	105	89	88	105	89	96	94	86	94
CCOC1c2ccccc2N(C)C(=S)N1c1ccccc1 (stereo not given)	96	92	101	112	96	88	97	100	119
Clc1ccc2c(Cl)cc(Cl)nc2c1	95	99	113	112	96	101	97	106	122
CCO/C=C1\SC(=S)N(CCc2ccc(OC)c(OC)c2)C1=O	105	123	104	106	107	100	99	112	116
CC(=O)c1nc(Nc2ccc(C)cc2)sc1C	98	82	99	97	91	87	102	97	110
COc1ccc(C(=O)NNc2nc(N3CCOCC3)nc(N3CCN(C(c4ccccc4)c4ccccc4)CC3)n2)cc1	95	64	85	91	97	88	83	105	65
CC(=O)OCC(OC(C)=O)C(OC(C)=O)C(OC(C)=O)C(COC(C)=O)OC(C)=O (stereo not given)	93	100	104	103	101	106	94	92	95
CCCCNCC(O)c1cc2c(Cl)cc(Cl)cc2c2cc(C(F)(F)F)ccc12 (stereo not given)	-23*	-69*	-64*	-91*	-73*	-65*	-82*	-81*	-90*

The list continues.
SMILES	SK-OV-3	NCI-H226	NCI/ADR-RES	OVCAR-3	NCI-H23	IGROV1	SN12C	OVCAR-5	OVCAR-4
O=c1nccc(Nc2ccccc2)[nH]1	113	108	110	109	104	100	97	105	100
C/C(=C(/C)c1ccccc1)c1ccccc1	108	100	95	105	97	98	99	87	107
O=C(Nc1ccc2oc(=O)ccc2c1)c1cc(C(F)(F)F)cc(C(F)(F)F)c1	124	91	100	129	/	101	100	115	100
CC(Cc1ccccc1)(C1=N[C@H](c2ccccc2)CO1)C1=N[C@@H](c2ccccc2)CO1 (stereo not given in full)	96	91	92	102	87	87	96	103	75
